# Assay outcomes as filed in PubChem.
# PPARg SRC-2 ag – PPARgamma-driven SRC-2 recruitment agonism | P37231 | PPARgamma LBD-SRC-2 recruitment, biochemical | activation, % at 8 µM | 200,000 tested, 0.34% active | AID 1032; in the data active = activation above about 22%;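 also: 0% = vehicle and 100% = reference agonist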
# Target sequence (P37231 whole entry, looked up, the tested form may be a part): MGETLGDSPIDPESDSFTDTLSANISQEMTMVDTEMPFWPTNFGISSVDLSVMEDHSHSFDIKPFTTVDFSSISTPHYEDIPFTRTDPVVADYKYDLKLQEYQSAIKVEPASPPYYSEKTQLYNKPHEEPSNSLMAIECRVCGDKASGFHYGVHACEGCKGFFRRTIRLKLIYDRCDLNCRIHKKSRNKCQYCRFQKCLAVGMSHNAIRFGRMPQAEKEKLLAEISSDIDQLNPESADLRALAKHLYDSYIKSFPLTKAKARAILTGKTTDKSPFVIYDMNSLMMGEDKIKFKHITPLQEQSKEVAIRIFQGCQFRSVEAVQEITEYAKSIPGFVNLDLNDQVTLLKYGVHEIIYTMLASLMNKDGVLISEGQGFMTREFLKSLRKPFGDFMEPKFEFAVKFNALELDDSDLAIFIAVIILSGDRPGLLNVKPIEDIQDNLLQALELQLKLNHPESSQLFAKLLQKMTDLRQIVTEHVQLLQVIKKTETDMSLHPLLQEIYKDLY
# bIAP act – intestinal alkaline phosphatase (bovine) activation; purified bovine IAP, CDP-star luminescence, 30 min; hits give high values; fold of DMSO-control signal, blank-subtracted; activation factor at 20 µM; 200,000 tested, 0.17% active;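 active = activation factor of 2 or more at 20 µM, a signal rise over negative controls twice the positive control's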
# Efa HMGR inh – blocks class II HMG-CoA reductase of Enterococcus faecalis | purified E. faecalis HMGR, NADPH absorbance 340 nm kinetic | inhibition, % at 10 µM | 190,000 tested, 0.41% active | AID 1066;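 active = inhibition above a set limit, the median over all tested compounds plus 3 SD, cut at about 9.5% in these data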;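 also: enzyme runs in reverse so mevalonate oxidation gives rising NADPH absorbance; 0% = complete reaction with DMSO and 100% = background rate lacking mevalonate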
# PPARg SRC-1 ag – agonists of human PPARgamma SRC-1 coactivator recruitment; activation, % at 8 µM; P37231; AID 631; PPARgamma-SRC-1 coactivator recruitment biochemical assay; 200,000 tested, 0.41% active; in the data active = activation above about 19%;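 also: 0% = DMSO and 100% = reference agonist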
# TNAP act hiacc – increases human TNAP activity under high phosphate acceptor concentration | 200,000 tested, under 10 active | purified TNAP, CDP-star luminescence, 1 M DEA, 30 min; hits give high values; 0 = EDTA background, 1 = DMSO-only activity | activation factor at 20 µM | P05186;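 active = activation factor at least 2 at 20 µM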
# Target sequence (P05186 whole entry, looked up): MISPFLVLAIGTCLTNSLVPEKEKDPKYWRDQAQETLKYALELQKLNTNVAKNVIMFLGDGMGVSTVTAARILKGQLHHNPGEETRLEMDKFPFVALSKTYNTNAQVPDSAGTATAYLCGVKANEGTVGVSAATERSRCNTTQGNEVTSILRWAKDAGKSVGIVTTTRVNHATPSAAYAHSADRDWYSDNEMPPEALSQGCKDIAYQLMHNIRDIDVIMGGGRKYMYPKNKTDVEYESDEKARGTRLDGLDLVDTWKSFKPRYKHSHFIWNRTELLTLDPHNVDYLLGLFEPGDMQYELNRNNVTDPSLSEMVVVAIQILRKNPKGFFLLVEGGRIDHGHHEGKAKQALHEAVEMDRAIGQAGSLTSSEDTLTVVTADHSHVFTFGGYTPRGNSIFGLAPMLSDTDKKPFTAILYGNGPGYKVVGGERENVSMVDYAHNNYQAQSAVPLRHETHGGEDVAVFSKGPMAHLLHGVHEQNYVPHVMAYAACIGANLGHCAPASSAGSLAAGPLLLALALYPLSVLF
#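 Control set: EDTA negative control, DMSO positive control / Assay system: human TNAP / Quantity: TNAP 1/800 final / Evaluation: TNAP activation factor scaled between EDTA and DMSO control wells / Measured by: luminescent substrate turnover signal / Compound dosing: one dose, 20 µM / Times: 30 min enzyme reaction at room temperature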
# PPARg SRC-3 ag – agonists of human PPARgamma SRC-3 coactivator recruitment | biochemical PPARgamma/SRC-3 coactivator recruitment assay | activation, % at 8 µM | 200,000 tested, 0.26% active; in the data active = activation above about 23%;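 also: 0% = DMSO and 100% = reference agonist; some compounds past the cut are filed as inactive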
# bIAP inhibitor – blocks bovine intestinal alkaline phosphatase activity; purified bovine IAP, CDP-star luminescence, 30 min; inhibition, % at 20 µM; 190,000 tested, under 10 active; AID 1019;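 active = over 50% inhibition of intestinal alkaline phosphatase at 20 µM in the single-dose screen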
#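 Incubation: 30 min reaction at room temperature / Material: purified bovine intestinal alkaline phosphatase (IAP) enzyme / Input: enzyme at 1/65,000,000 dilution / Dosing: 20 µM single dose / Signal: CDP-star luminescence signal / Reagent: CDP-star chemiluminescent phosphatase substrate, 30 µM final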
# TR-FRET SRC-2 ct – flags TR-FRET format artefacts in PPARgamma SRC-2 recruitment agonist screen. TR-FRET artefact counter-screen; hits give high values. TR-FRET ratio at 8 µM. 200,000 tested, 0.4% active. AID 1049; in the data active = TR-FRET ratio above about 2000; also: inactives centre near 1500
# TNAP inh no acc – TNAP (human) inhibition, acceptor-free conditions. purified TNAP, CDP-star luminescence, 30 min. P05186. inhibition, % at 20 µM. 200,000 tested, 0.26% active;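 active = tissue-nonspecific alkaline phosphatase inhibition above about 50% at 20 µM in the single-dose screen, limit read from the data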;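 also: 0% = DMSO negative control and 100% = EDTA positive control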
# TNAP inh hiacc – TNAP (human) inhibition, high acceptor; P05186; purified TNAP, CDP-star luminescence, 1 M DEA; inhibition, % at 20 µM; 200,000 tested, 0.03% active; AID 1135;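 active = over 50% inhibition of tissue-nonspecific alkaline phosphatase at 20 µM in the single-dose screen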;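 also: plate controls were DMSO wells for no effect and EDTA-quenched wells as full inhibition for full effect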
# Active calls of the source: *; nt = no result given. Random draw from the library. Share with any hit: about 1.6%.
# Below each compound – Efa HMGR inh, TNAP act hiacc, PPARg SRC-3 ag, TNAP inh hiacc, TNAP inh no acc, bIAP inhibitor, bIAP act, PPARg SRC-2 ag, PPARg SRC-1 ag, TR-FRET SRC-2 ct
S=C(Nc1ccc(Br)cc1Cl)Nn1cnnc1
 : 0, 1.1, 1, -6, -13, 11, 0.9, 3, 9, 1641
OCCN1CCN(c2nc3ccccc3nc2-c2ccccc2)CC1
 : -6, 1, -2, 2, 1, -6, 1.1, -2, -5, 1486
CCOC(=O)C1=C(O)CSC1=Nc1cccc2ccccc12
 : -1, 1, 1, -3, -21, 4, 1, 0, 2, 1629
CSc1ccccc1NC(=O)c1ccccc1
 : 0, 1, -4, -4, -4, 10, 0.9, -1, -5, 1438
O=C(NC1CC2CCCC(C1)N2C(=O)NC1CCCCC1)c1ccccc1 (stereo not given)
 : -9, 1, -8, -2, -7, 5, 1, -5, -2, 1564
COc1cc(OC)c(OC)cc1CN(C)C(c1ccccc1)c1nnnn1-c1ccccc1C (stereo not given)
 : 2, 1.1, -7, -5, -10, -2, 1, 5, -7, 1575
O=C(NNC(=O)c1cccnc1)NC12CC3CC(CC(C3)C1)C2
 : -1, 1.1, 3, -6, -8, 3, 1, -1, 10, 1558
Cc1cc(N/N=C/c2ccc(Cl)cc2Cl)nc(NCc2ccccc2)n1
 : -7, 1, 2, 2, -7, -3, 1, 1, 2, 1505
Cn1cccc1Cc1nnc(SCC(=O)NCC2CCCO2)n1C (stereo not given)
 : -4, 1, -5, 0, -9, 6, 0.9, 3, 0, 1371
Cc1cc(C)nc(NS(=O)(=O)c2ccc(NC(=O)COc3ccccc3)cc2)n1
 : 5, 1, 10, -3, 3, -3, 1, 8, 0, 1655
CC(C)CNC(=O)COc1ccccc1[N+](=O)[O-]
 : -4, 1, -7, -1, -9, 8, 0.9, 10, 6, 1598
O=C(N/N=C/c1sc(N2CCCCC2)nc1-c1cccs1)C1CC1
 : -11, 0.9, 3, 6, 4, -3, 1, 2, -3, 1653
CCOc1ccc(OCC)c(NC(=O)CN(C)S(=O)(=O)c2cnc[nH]2)c1
 : -1, 1.1, 1, -7, -5, 4, 1, -2, -4, 1577
CCc1ccc(Nc2nnc(SCC(=O)NCCN3C(=O)CSC3=O)s2)cc1
 : 2, 1, 0, 2, 16, -6, 1.1, 1, 0, 1648
CCOc1cc(C(=S)N2CCOCC2)ccc1OC(=O)/C=C/c1ccc(OC)c(OC)c1
 : -1, 1, 4, 2, -2, 6, 0.9, -5, 2, 1546
COc1cc(C2CC(=O)n3c(nc4ccccc43)S2)cc(OC)c1OC (stereo not given)
 : -4, 1, -5, -2, 1, -4, 1, 5, 0, 1615
CCOC(=O)C1CCN(C(=O)c2cnn3c(C)cc(C)nc23)CC1
 : 0, 1, -6, 1, -11, -2, 1, 0, -1, 1585
O=C(Nc1cc(C(F)(F)F)ccc1-n1cncn1)c1ccc(-c2ccccc2)cc1
 : 2, 1, 3, 0, -11, 13, 0.9, 11, 2, 1516
CC(NC(=O)/C=C/c1ccccc1)c1ccccc1 (stereo not given)
 : 4, 1, 7, -2, -6, 0, 1, 1, 5, 1354
Cc1ccc2[nH]c(=O)c3cc(C(=O)NCCN4CCN(C)CC4)sc3c2c1
 : -5, 1, 10, -2, -5, -6, 1.1, 4, 0, 1489
C=C(C)CSC1=C(C#N)C(c2ccsc2)CC(=O)N1 (stereo not given)
 : 0, 1, 2, -5, -12, -8, 1.1, 7, 1, 1417
CCCCN(CC)CCCNC(=S)Nc1ccc2nc(N3CCN(C)CC3)cc(C)c2c1
 : -1, 1, -1, -4, 0, -14, 1.1, -1, -1, 1351
CCn1c(CNC(=O)COc2ccc(C(C)C)cc2)nnc1SCC(=O)Nc1ccccc1F
 : -8, 1, 5, 2, -1, -13, 1.1, 8, 6, 1755
CCOC(=O)C(C)CC(C)C(=O)N1CCOCCOCCN(C(=O)C(C)CC(C)C(=O)OCC)CCOCC1 (stereo not given)
 : -6, 1.1, 8, -5, -2, 1, 1, -2, 6, 1409
CN(CCc1cnn(C)c1)Cc1nc(Cc2ccccc2)no1
 : -4, 1.1, 4, -6, -12, 11, 0.9, 7, 7, 1612
CC(=O)N1CCc2cc(S(=O)(=O)NCCC3=CCCCC3)ccc21
 : nt, nt, -4, nt, nt, nt, nt, 4, 6, 1631
Cc1cc(=O)oc2cc(OCC(=O)NCc3ccncc3)ccc12
 : -9, 1, 4, -2, -8, 4, 1, 8, 2, 1638
Cc1nc(N2CCN(C)CC2)c2sc(=S)n(C)c2n1
 : 1, 1, -2, 0, -7, -7, 1.1, 2, -3, 1566
COc1ccc(CN2CCNC(=O)C2CC(=O)NC2Cc3ccccc3C2)c(OC)c1 (stereo not given)
 : -6, 1, 0, -2, -8, -6, 1.1, 14, 1, 1561
Cc1ccc2nc(SCC(=O)NCc3cccs3)c(C#N)cc2c1
 : -4, 1, -6, -3, -3, 30, 0.7, 1, 42*, 1428
Cc1nnc(NC(=O)c2oc3cc(C)c(C)cc3c2C)s1
 : -4, 1, 1, -1, -7, -12, 1.1, -15, 1, 1634
Cc1c(C(=O)c2ccccc2)c(=O)n(C)c(=O)n1C
 : 5, 1, 0, -3, -16, 3, 1, 2, 0, 1594
CCCCCCNc1cc(C)oc(=O)c1C(C)=O
 : 4, 1, 5, 2, -3, 12, 0.9, 1, 5, 1775
CN(CCOc1ccccc1)Cc1nc2cc(Cl)ccc2c(=O)[nH]1
 : -5, 1, -2, -1, -27, -16, 1.2, -7, -10, 1384
CCN(CC(=O)NC(=O)NCc1ccco1)Cc1nc2ccccc2c(=O)[nH]1
 : 0, 1, 2, -3, -28, -47, 1.5, -1, -1, 1286
Cc1ccc(S(=O)(=O)c2nc(S(C)(=O)=O)sc2NCc2ccc3c(c2)OCO3)cc1
 : -4, 1, -4, -3, -14, 11, 0.9, -3, 2, 1882
O=C(COC(=O)c1c(Cl)ccc(Cl)c1Cl)NC1CCS(=O)(=O)C1 (stereo not given)
 : 3, 1, 9, 3, -1, -7, 1.1, 10, 8, 1641
CCC(=O)Nc1ccc(Oc2ccc3c(c2)C(=O)NC3=O)cc1
 : 2, 1.1, -1, -6, -11, 13, 0.9, 9, -4, 1747
CC(C)CCC(C)NC(=O)c1ccc2nccnc2c1 (stereo not given)
 : -5, 1, -1, 1, -12, -18, 1.2, -3, -9, 1508
O=C(Nc1ccc(Br)cc1)C(c1ccccc1)c1ccccc1
 : -7, 1, -3, -1, -12, -1, 1, -2, 3, 1540
CCOC(=O)c1[nH]c2ccc(F)cc2c1NC(=O)C1=COCCO1
 : -4, 1.1, 3, -8, -8, 9, 0.9, 3, 3, 1533
O=[N+]([O-])c1ccc(NCCNCCOc2nonc2-c2ccccc2)c([N+](=O)[O-])c1
 : 0, 1, 1, 4, -3, 33, 0.7, 2, 2, 1514
O=C(Nc1ccc2c(c1)Cc1ccccc1-2)c1ccc(Br)o1
 : -5, 1, -6, -2, -12, 8, 0.9, 3, 5, 1821
O=C(Nc1cccc(Cl)c1)O/N=C\c1ccncc1
 : -3, 1, -19, 0, -8, -3, 1, -3, -3, 1452
COCCNC(=O)Cn1cc2c(n1)CCCCC2
 : 3, 1, 3, 0, -10, 1, 1, -2, 11, 1623
CC(C)OC(=O)C1CC=CCC1C(=O)Nc1ccc(Cl)cc1 (stereo not given)
 : -3, 1, 9, -2, -13, 14, 0.9, 0, 1, 1480
COc1cccc(C(c2sc3nc(C)nn3c2O)N2CCN(C(=O)c3ccco3)CC2)c1 (stereo not given)
 : -1, 1, 1, -2, -8, 2, 1, -10, -3, 1412
O=C(Nc1ccc(Cl)cc1)Nc1nnc(CSCc2ccccc2Cl)s1
 : -10, 1.1, 2, -7, -4, 27, 0.7, -7, -2, 1654
O=C(CSc1cccc[n+]1[O-])NC1CCCCCCC1
 : -5, 1.1, 1, -7, -11, -4, 1, -6, 0, 1614
Nc1ccccc1C(=O)N1CCCC1
 : 2, 1, 3, -4, -10, 6, 0.9, 3, 8, 1539
COC(=O)c1[nH]c2ccc(C)cc2c1NC(=O)CN1CCCc2ccccc21
 : -2, 1, 10, 0, -2, 4, 1, 6, 9, 1596
COCCCn1c(C)nnc1SCc1ccc(C(C)(C)C)cc1
 : -6, 1.1, 1, -5, -8, -38, 1.4, 2, 1, 1612
O=C(Nc1cccc(F)c1)c1c(F)c(F)c(F)c(F)c1F
 : 1, 1, 0, -3, -10, 5, 0.9, 1, -2, 1495
O=C(NCc1ccc2c(c1)OCO2)c1ccc2c(=O)n(C3CCCC3)c(=O)[nH]c2c1
 : 1, 1, -2, 0, 6, 9, 0.9, 5, 4, 1546
CCCN=Cc1ccc(O)cc1
 : 1, 1, -1, -1, 2, -4, 1, -6, -8, 1499
COc1ccc(S(=O)(=O)N2C3CCC2CC(NC(=O)NC2CCCCC2)C3)cc1 (stereo not given)
 : -2, 1, -2, -3, -20, 4, 1, 3, 5, 1595
COc1ccc(-c2c3c(=O)n(C)c(=O)n(C)c3cn2C2CCCCC2)cc1
 : -3, 1.1, 2, -11, 0, -22, 1.2, 1, 3, 1674
CC1CCN(CCCOc2ccc(Cl)cc2Br)CC1
 : -1, 1.1, -3, -6, -9, 1, 1, -2, 6, 1655
Nn1c(Cc2cccc3ccccc23)nnc1SCCOc1ccc(Br)cc1
 : 2, 1.1, 0, -12, -9, -4, 1, -2, 4, 1610
CC1CC(C)CN(CC(=O)c2cccs2)C1 (stereo not given)
 : 4, 1, 1, -2, -13, -4, 1, 4, -2, 1584

# An excerpt of these results, tab-delimited.
compound	Efa HMGR inh	TNAP act hiacc	PPARg SRC-3 ag	TNAP inh hiacc	TNAP inh no acc	bIAP inhibitor	bIAP act	PPARg SRC-2 ag	PPARg SRC-1 ag	TR-FRET SRC-2 ct
Nc1ccccc1C(=O)N1CCCC1	2	1	3	-4	-10	6	0.9	3	8	1539
COC(=O)c1[nH]c2ccc(C)cc2c1NC(=O)CN1CCCc2ccccc21	-2	1	10	0	-2	4	1	6	9	1596
COCCCn1c(C)nnc1SCc1ccc(C(C)(C)C)cc1	-6	1.1	1	-5	-8	-38	1.4	2	1	1612
O=C(Nc1cccc(F)c1)c1c(F)c(F)c(F)c(F)c1F	1	1	0	-3	-10	5	0.9	1	-2	1495
O=C(NCc1ccc2c(c1)OCO2)c1ccc2c(=O)n(C3CCCC3)c(=O)[nH]c2c1	1	1	-2	0	6	9	0.9	5	4	1546
CCCN=Cc1ccc(O)cc1	1	1	-1	-1	2	-4	1	-6	-8	1499
COc1ccc(S(=O)(=O)N2C3CCC2CC(NC(=O)NC2CCCCC2)C3)cc1 (stereo not given)	-2	1	-2	-3	-20	4	1	3	5	1595
COc1ccc(-c2c3c(=O)n(C)c(=O)n(C)c3cn2C2CCCCC2)cc1	-3	1.1	2	-11	0	-22	1.2	1	3	1674
CC1CCN(CCCOc2ccc(Cl)cc2Br)CC1	-1	1.1	-3	-6	-9	1	1	-2	6	1655
Nn1c(Cc2cccc3ccccc23)nnc1SCCOc1ccc(Br)cc1	2	1.1	0	-12	-9	-4	1	-2	4	1610
CC1CC(C)CN(CC(=O)c2cccs2)C1 (stereo not given)	4	1	1	-2	-13	-4	1	4	-2	1584

# Just Efa HMGR inh, for some of the entries so far:
SMILES	Efa HMGR inh
CC1CCN(CCCOc2ccc(Cl)cc2Br)CC1	-1
CCCCCCNc1cc(C)oc(=O)c1C(C)=O	4
